Assay outcomes (PubChem BioAssay)
EPAC2 ag – activates human EPAC2 exchange factor; 360,000 compounds, 0.079% hits; Potency, µM (doses to about 154 µM), for the others: top-dose activation, hits mostly activators; EPAC2 activation, biochemical qHTS; response scale: 100% = 6.5 mM cAMP response; further: potency means the concentration at half of the fitted maximal effect; nearly all actives have a fitted effect of over 50% in size
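EPAC2 (100 nM) mixed with Rap1B loaded with BODIPY-GDP (250 nM) plus 50 uM unlabeled GDP; compounds pinned in, 5 min RT, then read every 5 min for 30 min (ex 480, em 540 nm). Normalized to cAMP control.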
PI5P4K alpha inh – blocks human PI5P4K alpha kinase activity. PI5P4Kalpha enzyme, ADP-Glo luminescence, 60 min; stronger effect = lower value. max response, %. 330,000 compounds, 1.2% hits. AID 652105; active means max response of -50% or lower; inconclusive means between -30% and -50%; inactive means -30% or higher; further: value at the top dose of about 77 µM; on the % scale 0 is the no-effect control and ±100 the full control effect
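PI5P4Kalpha ADP-Glo assay; 5 microM ATP final; 60 min RT reaction; HEPES pH 7.4/EGTA/CHAPS, 5% DMSO; controls lacking substrate or enzyme; luminescent end-point.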
PLK1 PBD block – blocks phosphopeptide binding to human PLK1 polo-box domain. P53350. Plk1 PBD binding of FITC phosphopeptide, fluorescence polarization. Potency, µM, without a hit: max response, negative = inhibition, hits mostly inhibitors. 360,000 compounds, 2.8% hits. AID 720504; further: potency means the concentration at half of the fitted maximal effect; series mostly up to about 57 µM; on the % scale 0 is the no-effect control and ±100 the full control effect; nearly all actives have a fitted effect of over 65% in size
CCT chaperon mod – modulators of cytosolic chaperonin (CCT/TRiC) activity; activity change, % (test concentration not listed), hits read low; AID 651819; purified chaperonin ATPase assay, HTRF ADP detection, 30 min; 360,000 compounds, 0.3% hits; in the data active means activity change below about -30%; further: on the % scale 0 is the no-effect control and ±100 the full control effect
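ATPase activity: ADP formed was measured by HTRF Transcreener (665/615 nm ratio) after 30 min at 37 deg C with 10 uM ATP. Compounds screened at one 76 uM concentration against 40 or 20 nM TRiC in Tris pH 7.4/KCl/MgCl2/DTT buffer.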
IL-2 act – activates IL-2 in a cell-based reporter assay; IL-2 activation reporter assay, cell-based qHTS; stimulated with anti-CD3/CD4/CD28 beads; in transgenic mouse T cells; activation, % (series mostly up to about 46 µM); 360,000 compounds, 0.065% hits; AID 652025; in the data active means activation above about 50%; inconclusive means mostly about 30% to 49%; further: 0% is about no effect
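Unstimulated transgenic mouse T cells, 750 per well, received compound and, after 60 minutes, anti-CD3/anti-CD4 bead plus anti-CD28 stimulation. EGFP and DsRed were quantified after 18 hours.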
WRN helicase inh – WRN helicase (human) inhibition; WRN helicase unwinding, fluorescent forked duplex, kinetic; Potency, µM (titrated, usually from 114 µM), without a hit: at the top dose activity change, negative = inhibition, actives largely listed as inhibitors; 360,000 compounds, 0.46% hits; further: potency means the concentration at half of the fitted maximal effect; on the % scale 0 is the no-effect control and ±100 the full control effect; nearly all actives have a fitted effect of over 55% in size
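Primary qHTS, 1536-well format. 20 nM WRN + compound, 15 min RT; start with 100 nM forked fluorophore/quencher duplex, 2 mM ATP (final); kinetic read ex 525/em 598 nm.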
EPAC1 antagonist – blocks human EPAC1 exchange factor | EPAC1 GEF assay, Rap1b-BODIPY-GDP exchange fluorescence | 360,000 compounds, 0.14% hits | Potency, µM (series often up to 115 µM), without a hit: top-dose activity change, negative = inhibition, hits mostly inhibitors | O95398;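 further: potency means the concentration at half of the fitted maximal effect; plate controls were vehicle for no effect and positive control for full effect; nearly all actives have a fitted effect of over 50% in size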
Target sequence (O95398 whole entry, looked up): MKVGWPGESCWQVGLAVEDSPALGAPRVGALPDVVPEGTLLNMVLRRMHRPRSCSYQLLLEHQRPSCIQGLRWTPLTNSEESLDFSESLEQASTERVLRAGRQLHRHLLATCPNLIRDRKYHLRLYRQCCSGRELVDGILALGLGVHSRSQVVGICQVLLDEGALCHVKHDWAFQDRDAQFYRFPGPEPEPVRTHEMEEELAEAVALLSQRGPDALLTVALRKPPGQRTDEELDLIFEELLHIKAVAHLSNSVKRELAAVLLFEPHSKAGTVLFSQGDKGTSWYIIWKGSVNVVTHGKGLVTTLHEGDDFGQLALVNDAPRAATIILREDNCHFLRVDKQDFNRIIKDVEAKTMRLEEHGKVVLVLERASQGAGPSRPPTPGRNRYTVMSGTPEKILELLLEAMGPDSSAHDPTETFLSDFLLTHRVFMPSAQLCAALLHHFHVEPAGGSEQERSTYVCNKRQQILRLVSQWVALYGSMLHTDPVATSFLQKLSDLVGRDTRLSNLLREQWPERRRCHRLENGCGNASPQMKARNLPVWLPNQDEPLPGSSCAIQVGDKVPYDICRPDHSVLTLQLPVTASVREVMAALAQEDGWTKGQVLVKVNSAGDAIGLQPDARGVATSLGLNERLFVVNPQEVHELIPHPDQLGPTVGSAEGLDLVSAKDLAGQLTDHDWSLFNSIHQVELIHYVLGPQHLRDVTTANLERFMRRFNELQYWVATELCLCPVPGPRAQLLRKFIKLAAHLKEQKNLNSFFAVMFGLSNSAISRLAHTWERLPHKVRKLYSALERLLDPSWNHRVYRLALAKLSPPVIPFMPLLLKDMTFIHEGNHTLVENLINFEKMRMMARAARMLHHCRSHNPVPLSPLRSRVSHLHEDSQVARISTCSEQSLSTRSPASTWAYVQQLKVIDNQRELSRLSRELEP
EPAC1 ag – activates human EPAC1 exchange factor. O95398. EPAC1 agonist qHTS, biochemical assay; response scale: 100% = response to 6.5 mM cAMP. Potency, µM (doses to about 154 µM), inactives show at the top dose activation, most hits filed as activators. 360,000 compounds, 0.073% hits. AID 720707; further: potency means the concentration at half of the fitted maximal effect; nearly all actives have a fitted effect of over 60% in size
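Compounds were pinned as a concentration titration into mixtures of EPAC1 (100 nM), BODIPY-GDP-loaded Rap1B (250 nM) and GDP (50 uM). After 5 min at room temperature, fluorescence was followed for 30 min; activity was scaled to 6.5 mM cAMP.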
Active calls of the source: *; ? = inconclusive; . = no result given; [ ] = dose if it differs, or a comment. Unless noted, the call rests on the fitted dose curve; in most records, active means well fitted curve in the direction sought with a large enough effect; inconclusive means small, poorly fitted or top-dose-only effect, or another doubt; inactive means no such curve, though single readings can be large; an effect the other way counts as inactive or inconclusive. A portion of the library; the hit share may differ from the screen's.

SMILES	EPAC2 ag	PI5P4K alpha inh	PLK1 PBD block	CCT chaperon mod	IL-2 act	WRN helicase inh	EPAC1 antagonist	EPAC1 ag
CC1CN(C(=O)N(C)C)CCN1C(=O)N(C)C (centres undefined)	-3%	-1	-4%	-2.8	0.4	-5%	1%	2%
O=C(Nc1ccc(N2CCOCC2)c(F)c1)c1ccncc1	2%	0	-2%	-6.3	-0.2	2%	1%	-8%
CCN1CCN(C(=O)C2CCC(=O)N(CCCN3CCCC3=O)C2)CC1 (centres undefined)	-3%	1	-1%	-2.2	-1.5	-6%	4%	2%
CN(C)S(=O)(=O)c1cccc(NC(=O)COC(=O)[C@H](Cc2ccccc2)NC(=O)c2ccco2)c1	16%	4	-1%	-0.5	0.5	-12%	-8%	15%
CCc1nnc2sc(-c3cc(-c4ccccc4)nc4ccccc34)nn12	5%	.	-7%	-0.5	-2.3	8%	17%	6%
Cc1ccc(N(C(C)C(=O)Nc2ccc3c(c2)OCO3)S(C)(=O)=O)cc1 (centres undefined)	-9%	?	3µM*	-1.6	-1.1	?	-27%	3%
Cc1ccc(CNC(=O)C2CCCN(S(=O)(=O)c3ccc(-n4cnnn4)cc3)C2)cc1 (centres undefined)	-5%	5	-13%	0.6	0.1	0%	4%	14%
C=CCNC(=O)C12CC3CC(C1)CC(C(=O)NCC=C)(C3)C2	0%	-18	-8%	-0.7	-3.0	15%	5%	5%
COc1ccccc1NC(=O)COc1cccnc1[N+](=O)[O-]	-6%	-3	3%	-2.2	0.5	4%	-7%	-3%
CCc1ccccc1N1C(=O)CN(Cc2cc(OC)c(OC)c(OC)c2)C1=S	7%	6	-4%	-1.5	-0.5	-2%	-17%	2%
CCn1cc2c(c1-c1cccc(C)c1)c(=O)n(C)c(=O)n2C	-4%	.	?	-1.6	-0.2	2%	-8%	3%
COc1cccc(CC(=O)OCC(=O)NC2(C#N)CCCC2)c1	-4%	-4	10%	0.9	-0.6	3%	8%	-6%
CS(=O)(=O)NCCCNc1ccc(C(F)(F)F)cc1[N+](=O)[O-]	-8%	-1	-4%	1.0	-2.6	2%	8%	-12%
CC(C(=O)NC1CCCC1)N1CCN(S(=O)(=O)c2ccc(C(C)(C)C)cc2)CC1 (centres undefined)	6%	2	-9%	-0.8	0.5	4%	1%	18%
COc1ccc(OC)c2[nH]c(=O)c(CCNS(=O)(=O)c3ccccc3)cc12	0%	14	0%	-0.7	2.5	-3%	5%	1%
COC(=O)c1cc(S(=O)(=O)NCc2ccccc2OC)cn1C	4%	-1	3%	1.6	0.7	-3%	?	2%
CCOc1cc(-c2nccc3cc(OC)c(OC)cc23)cc(OCC)c1OCC	-4%	0	-9%	-0.6	1.6	9%	-4%	1%
O=C(COC(=O)c1ccc(S(=O)(=O)N2CCCCC2)cc1)NCc1ccco1	-4%	-23	-10%	2.7	0.2	3%[11.6 µM]	-26%	1%
Cc1cc(SCC(=O)N/N=C/c2ccc(O)c(O)c2)c(C)cc1Br	10%	-2	-14%	-0.8	4.3	-17%	-18%	11%
CC(C)COc1ccc(C/C(N)=N/n2cnnc2)cc1	3%	1	6%	1.0	-0.8	-5%	-4%	1%
O=C(NCCO)c1nc2ccccc2s1	8%	0	-3%	0.5	-0.5	1%	4%	0%
COc1ccc(S(=O)(=O)Cc2ccc(C(=O)NCc3ccccn3)o2)cc1	9%	0	1%	-2.6	-0.4	6%	-7%	4%
COc1ccc(-c2nnc(N(C)C(=O)c3ccno3)s2)cc1	7%	-11	-2%	-2.8	1.4	-17%	10%	1%
Cc1ccc(SCc2nc(-c3ccccc3)no2)cc1	16%	-1	-11%	0.1	0.6	1%	-6%	4%
COc1ccc(S(=O)(=O)NCC2CCCN(C(=O)CNC(C)=O)C2)cc1 (centres undefined)	12%	-1	-4%	-0.5	0.0	0%	-20%	11%
Carrying on:
SMILES	EPAC2 ag	PI5P4K alpha inh	PLK1 PBD block	CCT chaperon mod	IL-2 act	WRN helicase inh	EPAC1 antagonist	EPAC1 ag
COCCN1C(=O)C(=O)/C(=C(/O)c2ccc(S(=O)(=O)N3CCOCC3)cc2)C1c1ccc(OC)c(OC)c1 (centres undefined)	19%	-6	-1%	0.6	-2.0	-5%	-12%	1%
Cc1cc(C(=O)c2cnc(/N=C/N(C)C)s2)cc(C)c1O	2%	2	-6%	0.2	1.8	-7%	4%	-1%
O=C(/C=C/c1ccc2c(c1)OCO2)NCc1cn2cc(Cl)ccc2n1	0%	-11	4%	-1.2	0.4	-16%	-6%	8%
O=c1[nH]cc(N2CCCCCC2)c(=O)[nH]1	6%	5	-11%	-0.7	0.7	11%	1%	-11%
O=[N+]([O-])c1ccc(N2CCN(Cc3ccncc3)CC2)cc1	-2%	0	4%	0.9	-1.2	10%	-1%	-6%
N#C/C(=C\c1cccnc1)c1nc2c(s1)CCCC2	5%	-1	-20%	0.0	0.9	-32%[57.1 µM]	8%	10%
O=S(=O)(c1cccc(-c2nnc3n2CCCCC3)c1)N1CCOCC1	-3%	0	8%	-1.2	-0.2	-2%	12%	1%
N#C/C(=C\c1ccccc1)C(=O)NC(=O)Oc1ccccc1	-4%	-26	-22%	-0.8	1.6	-5%	-11%	8%
O=C(Nc1ccc(F)cc1)Nc1ccc2c(c1)CCC2	5%	-3	2%	-0.5	-2.8	-4%	-3%	10%
c1cncc(-c2noc(C34CC5CC(CC(C5)C3)C4)n2)c1	-7%	0	-13%	-3.4	-1.7	-2%[57.1 µM]	-3%	-2%
O=C(/C=C/c1c(Cl)cccc1Cl)N1CCOCC1	5%	-2	-8%	-1.4	1.0	1%	-17%	-4%
CC1(C(=O)Nc2cccc(Oc3ccccc3)c2)CCN1Cc1cccc2c1OCO2 (centres undefined)	14%	17	-4%	-1.1	-0.4	-2%[57.1 µM]	-3%	11%
COc1cc(/C=N/NC(=O)c2ccc(CSc3nc4ccccc4[nH]3)cc2)cc(OC)c1OC	9%	-6	-7%	1.5	6.3	-20%[57.1 µM]	-8%	-3%
CC(C)NCCCCOc1cccc(Br)c1	-2%	-8	19µM*	-4.6	-1.1	4%	-12%	-5%
Cc1cc(O)cc(C)c1Cl	-2%	0	6%	-0.9	0.4	-5%[57.1 µM]	-4%	-13%
COc1cccc(NC(=O)C(=O)N/N=C(\C)CC(=O)Nc2ccc(NC(C)=O)cc2)c1	7%	2	-6%	-1.0	-0.5	-2%	-17%	0%
Cc1ccc([N+](=O)[O-])cc1CN1CCN(c2ncc(Cc3ccccc3)cn2)CC1	4%	5	2%	.	0.1	0%	10%	-12%
NC1CCCCC1N=Cc1c(O)n(CCc2ccc(F)cc2)c(=O)[nH]c1=O (centres undefined)	0%	0	-1%	1.0	-0.8	5%	14%	-4%
C=CCOc1ccccc1/C=c1\sc2nc(=O)c(C)nn2c1=O	-1%	.	?	1.6	2.3	?	-15%	3%
CCC(C(=O)N1CCCC1)n1nc(C)c2c(C)n(-c3ccccc3)nc2c1=O (centres undefined)	-5%	7	1%	2.8	0.4	-6%	-2%	-6%
CCc1ccc2oc(C(=O)Nc3nonc3CC)c(C)c2c1	0%	-4	-1%	0.6	-0.2	4%	-2%	-6%
CCCC(NS(=O)(=O)c1ccc(-c2ccc(=O)[nH]n2)s1)c1cccs1 (centres undefined)	-4%	-1	-14%	-2.8	-0.9	-16%	-10%	7%
COc1cc(-c2nc(Cc3c(F)cccc3Cl)no2)cc(OC)c1OC	3%	.	-4%	-1.1	2.2	-17%	5%	-2%
CCOCCOC(=O)COc1ccc2c(=O)c(Oc3ccc(OC)cc3)coc2c1	-8%	2	-8%	-0.7	0.2	-4%	-18%	-9%
Cc1nc(C)c(C(=O)O)c(-c2ccsc2)c1C(=O)O	3%	-1	-4%	0.8	4.6	-3%	5%	6%

Shown with bars between the fields: entries from further up
smiles | EPAC2 ag | PI5P4K alpha inh | PLK1 PBD block | CCT chaperon mod | IL-2 act | WRN helicase inh | EPAC1 antagonist | EPAC1 ag
O=C(Nc1ccc(N2CCOCC2)c(F)c1)c1ccncc1 | 2% | 0 | -2% | -6.3 | -0.2 | 2% | 1% | -8%
CC(C(=O)NC1CCCC1)N1CCN(S(=O)(=O)c2ccc(C(C)(C)C)cc2)CC1 (centres undefined) | 6% | 2 | -9% | -0.8 | 0.5 | 4% | 1% | 18%
Cc1ccc(SCc2nc(-c3ccccc3)no2)cc1 | 16% | -1 | -11% | 0.1 | 0.6 | 1% | -6% | 4%

The listing continues.
SMILES	EPAC2 ag	PI5P4K alpha inh	PLK1 PBD block	CCT chaperon mod	IL-2 act	WRN helicase inh	EPAC1 antagonist	EPAC1 ag
CC1CCCCN1C(=O)CCC(=O)Nc1nnc(C2CCCCC2)s1 (centres undefined)	2%	-1	-8%	-2.5	-3.0	2%	-13%	-12%
Cc1ccc2[nH]c3c(=O)n(CC(=O)NCCCN4CCN(c5ccc(F)cc5)CC4)ncc3c2c1	0%	-1	-11%	0.0	-3.0	-3%	-2%	6%
CC(C)N(C(C)C)S(=O)(=O)c1ccc(N2CCc3ccccc3C2)nc1	6%	4	-11%	-2.4	-4.7	-5%	-13%	3%
Cc1ccc(C)c(NC(=O)CN(C)C(=O)c2ccccc2OCc2c(C)noc2C)c1	12%	-5	-11%	-2.0	2.0	7%	29%	0%
CC1=CC=CN2C1=NC(=O)CC2(C)C(=O)N(CC(=O)NC1CCCC1)c1cc(C)cc(C)c1 (centres undefined)	12%	1	-2%	0.1	-0.1	-2%	4%	14%
C=CCOn1c(=O)c(-c2ccc(OCC)cc2)[n+]([O-])c2ccccc21	1%	4	-19%	0.8	-0.9	2%	0%	-1%
CCSc1nnc(-c2ccccc2N)c(=O)[nH]1	4%	.	2%	-1.1	-3.1	-3%	6%	-4%
CN(C(=O)CSc1nnc(Nc2ccccc2)s1)c1c(N)n(Cc2ccccc2)c(=O)[nH]c1=O	4%	-21	21µM*	-0.3	-0.9	2%	-9%	-6%
NC1=NC(=O)/C(=C\c2cc([N+](=O)[O-])ccc2Cl)S1	21%	-5	-6%	0.6	2.5	-6%	-13%	5%
O=C(c1cccc2c1-c1ccccc1C2)N1CCCCC1	20%	-4	-12%	-0.9	4.4	11%	-8%	-1%
CCn1c(SCC(=O)Nc2ccc(OCc3ccccc3)cc2)nnc1-c1ccco1	14%	-13	-5%	2.0	-2.9	-14%	-1%	11%
O=C(C1=C[C@H](c2ccc3c(c2)OCO3)C[C@H](OCc2ccc(CO)cc2)O1)N1CCOCC1	3%	-4	-5%	2.5	0.1	-4%	-8%	10%
COC(C/C=C/[C@H](O)[C@H](C)OCc1ccccc1)OC	12%	3	-7%	-5.0	0.0	2%	5%	-11%
CN1C2=C(C#N)C(c3ccccc3)(C(F)(F)F)NC(=O)N2c2ccccc21 (centres undefined)	3%	3	-2%	-2.2	-2.3	18%	13%	-6%
